# KCNQ1 pot: human KCNQ1 channel potentiation or activation | P51787 | CHO-K1 KCNQ1, thallium flux FluxOR fluorescence; hits give high values | B-score at 10 µM | 310,000 compounds, 0.35% hits | AID 2648;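 active means fluorescence ratio B-score, a plate-corrected score, at least three library SD, with initial intensity B-score within 5 SD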
#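 Medium – assay buffer, equal DMSO in all wells · Material – CHO-K1 cell line with stable KCNQ1 potassium channel expression · Signal – kinetic FluxOR thallium fluorescence, 10-s 1-Hz baseline, 110-s post-stimulus read · Compound – single concentration per compound, DMSO matched to controls · Schedule – 37 °C overnight plating, 90-min dark dye load, 20-min compound pretreatment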
# DYRK1A inh: inhibitors of rat Dyrk1A kinase; ADP-Glo luminescence, NFATc1 peptide; inhibition, % at 12.5 µM; 310,000 compounds, 0.43% hits; in the data active means inhibition above about 50%;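 further: plate controls were vehicle with enzyme for no effect and no enzyme for full effect; many of its hits are not listed in these tables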
# KCNK9 inh: inhibitors of human KCNK9 two-pore domain potassium channel; Q9NPC2; HEK293 KCNK9, FluxOR thallium flux fluorescence; hits give low values; B-score at 10 µM; 310,000 compounds, 1.2% hits; AID 488922;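 active means ratio B-score over 3 SD below the library mean, with starting fluorescence within 5 SD of its mean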;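 further: negative B-score means less thallium flux so channel inhibition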
# RGS4 pot: RGS4 potentiation or activation. HEK293 M3R/inducible RGS4, carbachol calcium flux Fluo4; hits give low values. B-score at 10 µM. 310,000 compounds, 0.92% hits. AID 463111;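 active means B-score of the integrated calcium signal more than 4 SD below the library mean, with starting fluorescence not abnormally high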;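 further: negative B-score means reduced calcium response which marks RGS4 activation or potentiation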
#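 Detection: kinetic calcium fluorescence imaging with Fluo4-AM dye, 2 µM / Material: HEK293 cells with stable M3R and inducible RGS4 / Schedule: recording 10 s baseline at 1 Hz, 100 s post-agonist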
# GSK3beta inhib: human GSK3beta kinase inhibition | activity score (negative = inhibition), % at 10 µM | 300,000 compounds, 0.038% hits | AID 2097 | GST-GSK3beta kinase, ADP-Glo luminescence, 60 min; hits give low values | P49841;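 active means more than half of replicate wells score below -50%, meaning over 50% inhibition versus plate controls; inconclusive means some replicates but at most half score below -50%; inactive means no replicate scores below -50%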;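 further: 0% = median DMSO wells and -100% = median GW8510 positive control wells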
#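 Assay system: GST-fused GSK3beta enzyme, cell-free / Medium: Tris pH 7.5 buffer with MgCl2, DTT, BSA, heparin / Also added: peptide substrate plus 25 µM ATP (final) / Compound: 10 µM single point / Timing: kinase reaction with compound 60 min at room temperature / Detection: ADP-Glo luminescence / Benchmarks: DMSO neutral wells and GW8510 at 20 µM as positive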
# KCNK3 inh: human KCNK3 channel inhibition, primary screen | 340,000 compounds, 0.84% hits | O14649 | B-score at 10 µM | AID 602410 | CHO-KCNK3 thallium flux, FluxOR fluorescence; hits give low values;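 active means B-score under library mean minus 4 SD, starting fluorescence ratio at most library mean plus 5 SD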;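 further: more negative B-score means stronger inhibition of thallium flux through KCNK3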
# KCNQ1 inh: human KCNQ1 channel inhibition; P51787; CHO-K1 KCNQ1, FluxOR thallium flux fluorescence; hits give high values; B-score at 10 µM; 310,000 compounds, 1.3% hits;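 active means compounds whose thallium flux B-score, printed positive for inhibition, exceeds three library SD while starting fluorescence stays within three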;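 further: channel opened by potassium depolarization with thallium stimulus after 20 min compound exposure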
# HDAC3 inh: blocks human histone deacetylase 3; 320,000 compounds, 0.15% hits; AID 2718; inhibition, % at 8.3 µM; recombinant HDAC3, fluorogenic peptide/trypsin coupled, fluorescence; O15379; in the data active means inhibition above about 26%, passing the limit was not always enough; inconclusive means no clear call, values can overlap the other calls
# Target sequence (O15379 whole entry, looked up): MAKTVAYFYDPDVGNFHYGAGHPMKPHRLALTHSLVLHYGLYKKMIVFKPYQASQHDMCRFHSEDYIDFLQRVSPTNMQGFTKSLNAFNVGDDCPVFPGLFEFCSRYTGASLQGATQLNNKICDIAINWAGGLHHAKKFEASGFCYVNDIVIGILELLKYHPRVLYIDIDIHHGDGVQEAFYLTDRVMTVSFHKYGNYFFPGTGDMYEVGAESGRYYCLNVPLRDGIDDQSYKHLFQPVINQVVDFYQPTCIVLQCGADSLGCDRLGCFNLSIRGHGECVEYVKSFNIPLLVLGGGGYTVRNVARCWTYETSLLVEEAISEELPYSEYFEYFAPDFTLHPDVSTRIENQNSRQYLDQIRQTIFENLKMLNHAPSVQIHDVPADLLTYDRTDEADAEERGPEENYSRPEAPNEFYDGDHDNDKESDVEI
# PolyA inhibitor: blocks polyadenylation in yeast reporter cells | 300,000 compounds, 0.02% hits | calls only at 12 µM | AID 1875 | S. cerevisiae SKY197-pL101 polyadenylation reporter, beta-gal luminescence; efflux-impaired pdr1/pdr3 knockout yeast; score 100 = 6 SD above DMSO;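 active means lowest replicate activity score at least 50, where 100 means six control SD above control mean; inconclusive means lowest score under 50 but half or more replicates reach 50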;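 further: yeast exposed to compound for 9 h at 30 °C; higher score means more reporter readthrough which indicates perturbed polyadenylation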
# hERG protect: shields human hERG channel from block by proarrhythmic agents; Q12809; CHO-hERG, FluxOR thallium flux, dofetilide IC70 present; activation (rescue from dofetilide block), less the hit threshold, % at 10 µM; 310,000 compounds, 0.51% hits;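 active means activation above the mean of controls blocked by dofetilide plus 5 SD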;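 further: thallium influx through hERG after potassium depolarization seen as dye fluorescence rise; in these data hits start at about 4.7%; inactives centre near -7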
# GSK3A inh: human GSK-3 alpha kinase inhibition; P49840; ADP-Glo luminescence, 60 min; inhibition, % at 10 µM; 320,000 compounds, 0.1% hits; AID 2650;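 in the data active means inhibition above about 50%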;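 further: GST-tagged GSK-3 alpha with peptide substrate and 25 µM ATP; 0% = DMSO neutral wells and 100% = GW8510 positive control wells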
# Target sequence (P49840 whole entry, looked up): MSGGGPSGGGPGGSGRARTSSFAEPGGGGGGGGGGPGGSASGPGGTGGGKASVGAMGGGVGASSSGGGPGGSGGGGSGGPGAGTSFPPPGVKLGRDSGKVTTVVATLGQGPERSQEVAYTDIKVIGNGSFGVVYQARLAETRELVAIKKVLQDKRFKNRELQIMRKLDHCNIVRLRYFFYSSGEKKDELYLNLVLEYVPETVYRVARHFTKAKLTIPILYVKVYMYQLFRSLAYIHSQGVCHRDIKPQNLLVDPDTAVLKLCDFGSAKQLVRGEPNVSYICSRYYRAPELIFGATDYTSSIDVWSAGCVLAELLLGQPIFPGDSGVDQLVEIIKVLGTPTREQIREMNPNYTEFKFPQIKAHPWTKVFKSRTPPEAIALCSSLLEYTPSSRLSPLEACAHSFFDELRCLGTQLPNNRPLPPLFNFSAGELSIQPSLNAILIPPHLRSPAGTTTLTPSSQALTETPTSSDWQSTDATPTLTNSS
# * = called active by the depositor; i = inactive; u = inconclusive; x = no result given.
# Results follow in this order: KCNQ1 pot	DYRK1A inh	KCNK9 inh	RGS4 pot	GSK3beta inhib	KCNK3 inh	KCNQ1 inh	HDAC3 inh	PolyA inhibitor	hERG protect	GSK3A inh
CC1CC(C)CN(S(=O)(=O)CC23CCC(CC2=O)C3(C)C)C1 (centres undefined)
→ i	-4	i	i	4	i	i	-1	i	-5	-2
COc1cc(C(=O)NCCNC(=O)C2CCCNC2=O)cc(OC)c1OC (centres undefined)
→ i	x	i	i	-3	i	i	u	i	-6	-5
O=C(O)c1cccc(-c2ccc(/C=N/Nc3nn[nH]n3)o2)c1
→ i	36	i	i	4	i	i	x	i	1	1
CCOn1c(=O)c(-c2ccc(F)cc2)[n+]([O-])c2ccccc21
→ i	-1	i	i	-2	i	i	11	i	0	6
COc1ccc(N2CCN(C(=O)CCc3nnc4ccc(N5CCC(C)CC5)nn34)CC2)cc1
→ i	7	i	i	5	i	i	0	i	-13	4
CCCn1c(=N)c(S(=O)(=O)c2ccc(F)cc2)cc2c(=O)n3ccccc3nc21
→ i	0	i	i	5	i	i	-21	i	-7	0
O=C(NCc1ccccc1)c1c(O)c2cccc3c2n(c1=O)CCC3
→ i	0	i	i	1	i	i	4	i	-11	-2
CCOC(=O)C(C)n1cnc2c(nnn2-c2cccc(OC)c2)c1=O (centres undefined)
→ i	x	i	i	-1	i	i	-7	i	-4	-4
Cn1c(CN2CCN(c3ccc(Cl)cc3)CC2)nc2ccccc21
→ i	-5	i	i	0	i	i	-2	i	1	-4
Cc1nc2ccccc2c(=O)n1/N=C/c1ccccc1O
→ i	1	i	i	-3	i	i	-3	i	-13	0
COc1ccccc1N1CCN(CC(=O)Nc2c(C)n[nH]c2C)CC1
→ i	-5	i	i	0	i	i	3	i	-5	-1
CC1Oc2ccccc2N(CC(=O)NCc2ccc3c(c2)OCO3)C1=O (centres undefined)
→ i	x	i	i	-4	i	i	-6	i	-11	-2
O=C(CN1C(=O)S/C(=C\c2ccc(F)cc2)C1=O)NCCCn1ccnc1
→ i	-8	i	i	3	i	i	1	i	-5	-1
Nc1nc(-c2ccc(F)cc2)cs1
→ i	-3	i	i	1	i	i	7	i	-13	0
O=C(NCc1cccnc1)C(=O)NCC(c1ccco1)N1CCN(c2ccccc2)CC1 (centres undefined)
→ i	-6	i	i	0	i	i	-8	i	-6	1
COc1c(Cl)ccc(Cl)c1C(=O)NC(=O)Nc1nc(C)cc(C)n1
→ i	-1	i	i	0	i	i	2	i	-12	3
O=C(CSc1nc2ccccc2[nH]1)N/N=C/c1ccncc1
→ i	x	i	i	9	i	i	0	i	0	1
NS(=O)(=O)c1ccc(CCNC(=O)c2ccccc2Cc2ccccc2)cc1
→ i	-8	i	i	0	i	i	-3	i	-5	-2
COc1ccc2c(c1)-c1nc(/N=C/c3c(O)ccc4ccccc34)sc1CC2
→ i	21	i	i	-3	i	11*	x	i	-10	x
COc1ccc(CCC(=O)NCc2ccco2)cc1
→ i	-1	i	i	-7	i	i	x	x	-8	0
CN(c1ccccc1C(=O)N1CCN(c2ccccc2F)CC1)S(=O)(=O)c1ccccc1
→ i	4	i	i	2	i	i	4	i	-9	-3
Cc1c(C(=O)CN2CCCC(C)(C)C2)c2ccccc2n1C
→ i	-3	i	i	0	i	i	0	i	-3	-2
CCN(CC(=O)Nc1c(F)cccc1F)C(=O)CNC(=O)c1ccc(Br)o1
→ i	-2	i	i	-3	i	i	-5	i	-15	-1
CCCc1cc(C(=O)N2CCCC(Nc3ccc(C)c(C)c3)C2)n(C)n1 (centres undefined)
→ i	5	i	i	2	i	i	-4	i	-8	1
C/C(=N\OCC(=O)Nc1c(C)cc(C)cc1C)c1ccc2c(c1)OCCO2
→ i	-3	i	i	-1	i	i	5	i	-14	1
N#Cc1ccc(-c2ccc(F)cc2)nc1Sc1ccccc1
→ i	-2	i	i	-6	i	i	0	i	-9	-2
Cc1nc2cc(NC(=O)N3CCC(c4ccccc4)C3)ccc2n1C (centres undefined)
→ i	x	i	i	-1	i	i	6	i	-4	2
Cc1nc(SCC(=O)NC(C)(C#N)C2CC2)c2c(-c3cccs3)csc2n1 (centres undefined)
→ i	6	-11*	i	2	i	i	x	i	-12	x
COc1ccc(N2CCN(C(=O)CNC(=O)c3ccc(Br)o3)CC2)cc1
→ i	-2	i	i	-1	i	i	u	i	-7	-2
COc1cccc(CNC(=O)CN(C)S(=O)(=O)c2ccc(Br)s2)c1
→ i	-2	i	i	x	i	i	-1	i	-10	0
COCCNc1ccnc2c(Cl)cccc12
→ i	6	i	i	2	i	i	10	i	-11	1
Cc1nn(-c2ccccc2)c(Cl)c1C(=O)N(C)CC(=O)Nc1cccc(F)c1
→ i	-13	i	i	-3	i	i	3	i	-17	-1
COc1ccc(CC(=O)N/N=C/c2cc(Br)cs2)cc1OC
→ i	-6	i	i	0	i	i	0	i	1	0
O=C(C1CCN(S(=O)(=O)c2cccc3nsnc23)CC1)N1CCc2ccccc21
→ i	21	i	i	-10	i	i	-6	i	-2	-2
CCc1ccc(CN(C)CC(=O)Nc2ccc3c(c2)CCC3)cc1
→ i	-2	i	i	10	i	i	3	i	-18	-3
Cc1nn(CCc2nn[nH]n2)c2nc(C(F)(F)F)cc(C(F)(F)F)c12
→ i	1	i	i	1	i	i	6	i	-5	-5
COc1ccc(CNCC(=O)Nc2cc(OC)cc(OC)c2)cc1
→ i	2	i	i	-1	i	i	2	x	-5	-3
COc1ccnc(N=CNOCc2ccc(C)cc2)c1C#N
→ i	7	i	i	1	i	i	2	i	-10	0
CCCCOC(=O)c1ccc(NC(=O)COC(=O)CSc2nc(C)cc(C)n2)cc1
→ i	11	i	i	-1	i	i	-2	i	-9	-2
O=[N+]([O-])c1ccc2nonc2c1Nc1cccc(F)c1
→ i	1	i	i	-1	i	i	-6	i	-4	0
CCCCN(C)Cc1c(O)ccc2c(-c3ccccc3)cc(=O)oc12
→ i	-3	i	i	1	i	i	-1	i	-11	2
O=C(COC(=O)C1(c2ccccc2F)CCCC1)N1CCOCC1
→ i	0	i	i	-4	i	i	6	i	-2	1
Cc1ccc(S(=O)(=O)N2CCOC23CCN(C(=O)c2ccc(Cl)cc2Cl)CC3)cc1
→ i	-3	i	i	3	i	i	-3	i	-4	-1
O=C(COC(=O)c1cc(=O)[nH]c2ccccc12)NC1CCCC1
→ i	4	i	i	1	i	i	13	i	-9	2
CCOC(=O)C1=C(CS(=O)(=O)c2ccc(C)cc2)NC(=O)NC1c1cc(OC)c(OC)c(OC)c1 (centres undefined)
→ i	5	i	i	-1	i	i	-3	i	-8	-1
C/C(CC(=O)Nc1cccc(Cl)c1Cl)=N\NC(=O)c1ccccc1Br
→ i	-3	i	i	-4	i	i	2	i	2	2
CN1C(=O)CC(P(=O)(c2ccccc2)c2ccccc2)N(C)C1=O (centres undefined)
→ i	-1	i	i	-3	i	i	-4	i	-4	1
COc1ccc2nc(C)cc(N3CCC(C(N)=O)CC3)c2c1
→ i	x	i	i	-10	i	i	1	i	-1	9
COC(=O)C1=C(N)Oc2cc(C)n(CCc3ccccc3)c(=O)c2C1c1cccnc1 (centres undefined)
→ i	14	i	i	2	i	i	4	i	-8	-1
NC(=O)c1ccc(NC(=O)CN2CCN(c3ccccc3)CC2)cc1
→ i	x	i	i	1	i	i	-5	i	-3	-2
CCOC(=O)C(NC(=O)c1cccc(Cl)c1)(OCc1ccccc1)C(F)(F)F (centres undefined)
→ i	-8	i	i	1	i	i	14	i	-12	-7
CCn1cnc2cc(NS(=O)(=O)c3ccc(OC)c(OC)c3)ccc21
→ i	-5	i	i	-2	i	i	-6	i	2	-3
CCn1cc(CN2CCCC(C(=O)Nc3cccc(-c4cc5ccccc5[nH]4)c3)C2)cn1 (centres undefined)
→ i	7	i	i	1	i	i	5	i	-16	-1
COc1ccc(OC)c(Nc2cc(-c3ccccc3)nc(N)n2)c1
→ i	x	-8.2*	i	4	x	i	17	i	-11	0
O=C(Nc1ccc(Cl)c(C(F)(F)F)c1)C(=O)N1CCCCC1
→ i	1	i	i	-2	i	i	-4	i	-7	1
c1ccc(-c2nn3nnnc3c3ccccc23)cc1
→ i	-2	i	i	-1	i	i	0	i	-5	20
CCc1cc(C(=O)Cc2ccccn2)c(O)cc1O
→ i	11	i	i	0	i	i	5	i	-6	1
Cc1cc(C)cc(NC(=O)N2CCc3ccccc3C2)c1
→ i	-2	i	i	-4	i	i	-1	i	-5	-3
COc1cccc(-c2nnc(-c3ccco3)o2)c1
→ i	7	i	i	2	i	i	x	i	-13	x
O=S(=O)(c1ccc(Oc2ccccc2)cc1)N1CCOCC1
→ i	-1	i	i	-2	i	i	-3	i	-6	-2

# Next results.
# Results follow in this order: KCNQ1 pot	DYRK1A inh	KCNK9 inh	RGS4 pot	GSK3beta inhib	KCNK3 inh	KCNQ1 inh	HDAC3 inh	PolyA inhibitor	hERG protect	GSK3A inh
CCOc1ccc(/C=C/C(=O)Nc2ccc(C(N)=O)cc2)cc1OC
→ i	x	i	i	-4	i	i	-10	i	-8	-1
COc1ccccc1-c1cc(C(=O)NC(C)c2ccccc2)no1 (centres undefined)
→ i	2	i	i	0	i	i	-1	i	-8	-2
CCOC(=O)c1ccc(NC(=O)C2CC3CCC2C3)cc1 (centres undefined)
→ i	x	i	i	-2	i	i	-4	i	-8	-3
O=c1[nH]c(=O)n(Cc2ccco2)c2c1C(C(F)(F)F)(C(F)(F)F)N=C(Cc1ccccc1)N2
→ i	1	i	i	0	i	i	-5	i	-20	-1
COc1ccc(S(=O)(=O)Nc2cc(C)c(O)cc2C(C)C)cc1
→ i	-2	i	i	-1	i	i	12	i	4	x
CCCCn1c(N)c(N(CCOC)C(=O)CN2c3ccccc3CC2C)c(=O)[nH]c1=O (centres undefined)
→ i	1	i	i	-2	i	i	3	i	-15	0
Cc1ccc(OCc2cc(C(=O)N3CCc4sccc4C3)no2)cc1C
→ i	-3	i	-7.7*	1	i	i	1	i	2	-3

# Screening data from PubChem BioAssay.

# Not all compounds are listed; rates above refer to the full screens.
